# DAGLB inh: blocks human DAGLB lipase activity; Q8NCG7; inhibition, % at 5.17 µM; AID 504411; 340,000 compounds, 0.059% hits; HEK293T DAGLB membrane lysate, EnzChek fluorogenic substrate; in the data active means inhibition above about 34%;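 further: 0% = enzyme with vehicle and 100% = wells lacking enzyme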
# Keap1-Nrf2 PPI: inhibitors of human Keap1-Nrf2 protein-protein interaction | Q14145 | Keap1 Kelch-Nrf2 peptide fluorescence polarization, 1536-well | inhibition, % at 9.4 µM | 340,000 compounds, 0.15% hits | AID 504523; in the data active means inhibition above about 12%;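 further: human Keap1 Kelch domain with fluorescein labeled Nrf2 9mer peptide probe; 0% = neutral control wells and 100% = peptide positive control; higher means more block of Keap1 binding to Nrf2 peptide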
# NSD2 HMT inh: NSD2 (human) methyltransferase inhibition | O96028 | AID 743445 | inhibition, % at 12.5 µM | 310,000 compounds, 0.54% hits | NSD2 peptide methylation, AlphaScreen, 120 min; in the data active means inhibition above about 50%
# SR-BI DiI-HDL act: SR-BI HDL lipid transfer activation; CHO ldlA[mSR-BI] cells, DiI-HDL uptake fluorescence, 3 h; 100 = double the neutral-control signal; activation, % at 12.5 µM; 320,000 compounds, 0.096% hits; AID 504775;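 active means mean replicate activation of at least 60% and every replicate at or above 60%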;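 further: 0% = median plate neutral-control signal and 100% = twice that signal; values of inactives mirror those of a sister screen read the other way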
#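 system = CHO ldlA[mSR-BI] cells, LDL receptor-null, SR-BI overexpressing | medium = Ham's F12 with 0.5% BSA, HEPES 25 mM, pH 7.4 | probe or stimulus = DiI-HDL 10 µg/mL | compound dosing = single-point compound dose | incubation = compound exposure 3 h, 37 °C | technique = DiI fluorescence, bottom read | read-out = cell-associated DiI fluorescence as measure of HDL uptake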
# PKA-R2B activ: activates the human PKA-R2B holoenzyme complex. P22694+P31323. PKA-R2B holoenzyme dissociation, Cy5-IP20 fluorescence polarization; R2B truncated from residue 108, S112A mutant; 0% DMSO only, 100% 113 µM cGMP. activation, % at 11.4 µM. 340,000 compounds, 0.079% hits. AID 504700;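 active means activation above a cutoff set at the mean over all compounds plus 3 SD, cut at about 18% in these data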;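 further: higher means more holoenzyme dissociation and a rise in polarization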
# Target sequence (P31323 whole entry, looked up, other chains not shown, the tested form may be a part): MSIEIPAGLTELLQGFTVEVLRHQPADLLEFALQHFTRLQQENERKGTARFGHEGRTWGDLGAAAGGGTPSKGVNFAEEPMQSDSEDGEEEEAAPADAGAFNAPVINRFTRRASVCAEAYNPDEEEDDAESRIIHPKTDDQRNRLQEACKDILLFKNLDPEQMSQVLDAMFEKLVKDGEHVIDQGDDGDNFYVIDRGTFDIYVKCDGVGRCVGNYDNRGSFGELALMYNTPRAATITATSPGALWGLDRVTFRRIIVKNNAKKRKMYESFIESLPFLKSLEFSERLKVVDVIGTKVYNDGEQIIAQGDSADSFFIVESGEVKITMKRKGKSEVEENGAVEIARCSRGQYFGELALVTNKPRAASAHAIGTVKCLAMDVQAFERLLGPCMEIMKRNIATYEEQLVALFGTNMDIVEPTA
# Arrestin-AP2 inh: inhibitors of human beta-arrestin and AP2 interaction. inhibition, % at 10 µM. 340,000 compounds, 0.31% hits. AID 504490. FITC-arrestin peptide / GST-AP2 beads, flow cytometry; AP2 beta2 appendage carries R879A mutation;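 active means inhibition above a set limit, near 3 SD of compounds lacking own fluorescence, cut at about 54% in these data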;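 further: plate controls were DMSO wells for no effect and 5 µM unlabelled arrestin peptide for full effect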
#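 Material – GST-tagged AP2 beta2-adaptin appendage (R879A) on 4 µm glutathione beads · Probe or stimulus – fluorescein-tagged arrestin peptide at 50 nM final · Timing – 12 min plus 1 h, RT · Detection – bead flow cytometry, FITC channel · Read-out basis – inhibition as reduced fluorescein signal on beads, percent · Medium – PBS plus Tween 20 (0.05%) and BSA (0.1%)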
# PvdQ inh: P. aeruginosa PvdQ acylase inhibition; inhibition, % at 10 µM; 340,000 compounds, 0.063% hits; purified PvdQ acylase, fluorescence plate reader; in the data active means inhibition above about 30%, passing the limit was not always enough;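 further: 0% = vehicle neutral wells and 100% = reference inhibitor wells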
# SR-BI DiI inh: blocks mouse SR-BI lipid uptake from DiI-HDL. AID 488896. ldlA[mSR-BI] CHO cells, DiI-HDL uptake fluorescence, 3 h. Q61009. inhibition, % at 12.5 µM. 320,000 compounds, 0.96% hits;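 active means mean replicate inhibition of at least 70% and a set share of replicates each scoring 70 or more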;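 further: 0% = median of neutral control wells and 100% = median of positive control wells; values of inactives mirror those of a sister screen read the other way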
# Target sequence (Q61009 whole entry, looked up): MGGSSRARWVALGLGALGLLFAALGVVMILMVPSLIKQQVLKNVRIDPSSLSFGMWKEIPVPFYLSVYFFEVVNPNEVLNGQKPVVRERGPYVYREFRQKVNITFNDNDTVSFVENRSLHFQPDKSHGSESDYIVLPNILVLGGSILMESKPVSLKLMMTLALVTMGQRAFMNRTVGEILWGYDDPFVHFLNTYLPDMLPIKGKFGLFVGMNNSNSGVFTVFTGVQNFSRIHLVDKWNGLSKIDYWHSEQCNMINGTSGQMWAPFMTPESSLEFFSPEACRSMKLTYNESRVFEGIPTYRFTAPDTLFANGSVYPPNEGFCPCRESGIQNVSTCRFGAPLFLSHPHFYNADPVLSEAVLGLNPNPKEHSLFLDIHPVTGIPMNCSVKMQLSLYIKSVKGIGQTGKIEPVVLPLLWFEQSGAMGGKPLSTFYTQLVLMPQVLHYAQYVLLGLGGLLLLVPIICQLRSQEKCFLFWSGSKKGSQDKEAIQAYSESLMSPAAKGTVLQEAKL
# C-LANA FP: KSHV C-LANA DNA binding inhibition | MBP-C-LANA/FAM-LBS DNA binding, fluorescence polarization | inhibition, % at 9 µM | 340,000 compounds, 0.078% hits;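 active means highest replicate inhibition at or above 60% at 9 µM, even if other replicates fall short; inactive means all replicates below 60% inhibition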;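 further: 0% = neutral control wells and 100% = 4 µM acridine orange control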
# RTF Ca sens inh: cardiac RTF calcium desensitization; 340,000 compounds, 0.12% hits; P19429+P45379; IANBD-labeled cardiac RTF, Ca2+ fluorescence; AID 493244; inhibition, % at 7.15 µM;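 active means inhibition above the mean inhibition of all tested compounds plus 3 SD, cut at about 17% in these data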;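 further: assay run at fixed EC70 calcium of 1.6 mM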
# An asterisk follows results filed as active; nt = not tested or not shown. This is a random part of the collection; about 2.1% have a hit in one of these screens.
SMILES,DAGLB inh,Keap1-Nrf2 PPI,NSD2 HMT inh,SR-BI DiI-HDL act,PKA-R2B activ,Arrestin-AP2 inh,PvdQ inh,SR-BI DiI inh,C-LANA FP,RTF Ca sens inh
CC(C)Nc1ccc(Nc2ccnc3cc4ccccc4cc23)cc1,14,-5,nt,-77,-6,25,-13,77*,-22,-5
Cc1cc(C(=O)COc2ccc(Br)cc2F)c(C)n1C1CC1,-9,-5,-2,-43,-3,3,0,43,-1.9,0
COc1ccccc1Nc1nc(N)nc(CSC(=S)N2CC(C)CC(C)C2)n1 (configuration not stated),-10,4,-1,9,-4,-10,-9,-9,2.7,-6
COc1ccc(C(=O)N2CCCc3ccccc32)cc1Br,-4,3,-3,-58,-1,2,-8,58,-0.8,-5
CSc1nc(-c2ccco2)cc(-c2ccccc2)c1C#N,-14,-9,-1,-65,-2,-6,-11,65,0.4,5
O=C1C(Cl)=C(NCCCO)C(=O)c2ccccc21,1,-4,20,9,-14,-2,13,-9,-1.4,-1
Cn1c(CCNC(=O)c2ccco2)nc2cc(NS(=O)(=O)c3ccc(Cl)cc3)ccc21,-1,-6,16,-5,-2,-6,-12,5,0.0,-5
Cc1ccc(NC(=O)/C(Cl)=C/c2ccccc2)cc1C,-17,2,-1,nt,-16,8,14,nt,1.1,3
CC(C)COc1ccc(-c2cc(C(=O)NN)[nH]n2)cc1,-2,1,-2,-15,-6,nt,5,15,1.8,2
Cc1ccc([C@@H]2CC=C(C(=O)O)[C@H](c3cccc(Cl)c3)N2S(=O)(=O)c2ccccc2C)cc1,-5,0,nt,-11,-6,5,10,11,2.1,0
COc1ccc(NC(=O)C(=O)Nc2cccc3cccnc23)c(OC)c1,-2,0,-1,-3,6,1,8,3,0.4,-4
Cc1cc(C)c(NC(=O)CSc2nnnn2-c2cccnc2)c(C)c1,0,4,nt,nt,-11,36,0,nt,0.7,10

# Part of the list above with just PKA-R2B activ and Keap1-Nrf2 PPI:
canonical_smiles,PKA-R2B activ,Keap1-Nrf2 PPI
O=C1C(Cl)=C(NCCCO)C(=O)c2ccccc21,-14,-4
COc1ccc(C(=O)N2CCCc3ccccc32)cc1Br,-1,3
Cc1ccc([C@@H]2CC=C(C(=O)O)[C@H](c3cccc(Cl)c3)N2S(=O)(=O)c2ccccc2C)cc1,-6,0

# Next section.
SMILES,DAGLB inh,Keap1-Nrf2 PPI,NSD2 HMT inh,SR-BI DiI-HDL act,PKA-R2B activ,Arrestin-AP2 inh,PvdQ inh,SR-BI DiI inh,C-LANA FP,RTF Ca sens inh
Cc1ccccc1OCCCCCCN1CCNCC1,-1,0,4,3,-3,47,16,-3,0.6,2
O=S(=O)(O)c1cccc2cccc(Nc3ccccc3)c12,13,4,36,15,-5,9,-8,-15,96*,-10
CCOC(=O)c1sc2nc(C)nc(N3CCCCC3C)c2c1C (configuration not stated),nt,-1,-2,-39,nt,-29,-13,39,0.0,nt
O=C(O)c1cc(C(=O)O)cc(N2C(=O)CSC2=S)c1,2,-1,35,2,13,27,-4,-2,1.7,-14
COCCCN1C(=O)C(=O)/C(=C(/O)c2ccc(C)cc2)C1c1ccccc1 (configuration not stated),-1,-6,-1,4,-5,10,-27,-4,-0.6,8
Cc1ccnc2nc(C(=O)OCC(=O)Nc3ccc4c(c3)OC(F)(F)O4)nn12,0,-3,0,4,-4,-9,-10,-4,-3.3,-5
Nc1ccc(/C=C/C(=O)c2cccs2)cc1,-8,-12,-17,16,-4,7,10,-16,-2.8,-15
O=C(CN1C(=O)CCSc2ccccc21)Nc1ccc(F)cc1,-3,1,-1,5,10,5,-13,-5,-0.4,-4
O=C(NCCc1ccc(F)cc1)Nc1ccc2c(c1)OCO2,-1,-8,4,5,-6,2,-10,-5,0.5,5
O=C(NCC1CCCO1)c1ccc(S(=O)(=O)Nc2ccc(F)cc2)cc1 (configuration not stated),-2,-6,5,7,2,-3,-19,-7,1.4,-6
Cc1ccc(Cn2nnc3c(=O)n(CC(=O)N4CCCCC4)cnc32)cc1,0,6,-1,31,-3,29,5,-31,-2.8,-5
O=C(Cn1cccc1C(=O)c1ccccc1)NCc1ccc2c(c1)OCO2,0,4,-3,7,2,12,-7,-7,0.0,4
CC(=O)C1(C)C(=O)N(c2ccc(F)cc2)C(=O)N1c1ccc(F)cc1 (configuration not stated),-2,4,0,-3,0,9,-13,3,-0.2,5
CS(=O)(=O)N(Cc1ccc(F)cc1)Cc1nc2ccccc2c(=O)[nH]1,1,1,-1,7,-3,3,-3,-7,0.0,-1
CC(=O)NC(=S)Nc1ccc(S(=O)(=O)Nc2ncccn2)cc1,2,2,-4,14,1,1,-13,-14,-0.3,-10
CC1CC(C)CN(CCCNC(=O)Cn2cccc2C(=O)c2ccccc2)C1 (configuration not stated),-1,-1,-1,2,1,-7,-2,-2,0.7,-8
Cc1cc(C)cc(NC(=O)C2CCCN2/C=C/C(=O)C(F)(F)F)c1 (configuration not stated),0,-6,0,28,-2,8,-15,-28,0.5,-2
COc1ccc(S(=O)(=O)NCC2CCCO2)cc1NC(=O)c1ccc(Cl)cc1 (configuration not stated),2,4,-4,-48,-4,22,-1,48,-0.2,3
CN(C)CCCN(C(=O)c1ccc2ccccc2c1)c1nc2cc3c(cc2s1)OCO3,-1,4,nt,-18,-4,11,0,18,-1.1,-6
Cn1nc(C(F)(F)F)c(-c2ccc(Br)cc2)c1NC(=O)c1ccco1,-3,-3,-5,31,-10,0,-8,-31,0.2,-15
C/C(=N/NC(=O)c1ccccn1)c1ccc(O)cc1,0,-3,nt,nt,7,3,-11,nt,-1.0,-4
O=C(C[C@H]1C/C=C\CCCCC(=O)OC[C@H]2CCCN2C1=O)N[C@H](CO)Cc1ccccc1,0,-5,nt,4,8,2,-13,-4,0.7,0
Cc1noc(C)c1COc1ccc(CC(=O)NCCc2ccccn2)cc1,-1,-4,1,23,-5,2,-12,-23,-1.7,-22
OCCC1CN(Cc2cnc(-c3cccc4ccccc34)nc2)CCN1C1CCCCC1 (configuration not stated),-2,0,1,nt,5,5,-6,nt,-1.9,8
CCOC(=O)Cn1ccc(-c2ccccc2)c(C#N)c1=O,1,-2,2,17,3,13,-1,-17,-1.0,-8
CN1CC(=O)Nc2ccc(Br)cc2C1=O,1,-7,0,-3,-15,6,-2,3,2.9,-1
Cc1nc2nc(SCC(=O)NCCCN3CCCCC3)nn2c(C)c1Cc1ccccc1,2,-1,17,nt,-4,2,-3,nt,0.9,-10
O=C(N/N=C(\c1ccccc1)c1ccccn1)c1ccccc1Cl,1,-2,-2,-33,-10,11,-3,33,-0.4,-3
COc1ccc(C2(c3ccc(OC)cc3)NC(=O)N(CC(=O)NC(C)C)C2=O)cc1,-1,1,-7,37,4,13,-3,-37,0.6,2
COc1cccc(OCCNC(=O)Nc2cc(F)c(F)cc2Cl)c1,-7,-4,-6,16,-6,1,-6,-16,-0.6,-6
CCc1ccccc1NC(=O)CC(=O)Nc1ccccc1CC,-5,-3,1,-5,3,-2,-15,5,-0.3,-5
CCOC(=O)c1c(C)n(C)c2ccc(OCC(O)Cn3c(C)nc4ccccc43)cc12 (configuration not stated),0,0,15,-38,10,-5,-2,38,1.1,-2
O=C(NN1C(=O)C2C3C=CC(C4CC34)C2C1=O)c1ccc(Cl)cc1 (configuration not stated),1,-5,-1,0,-3,-6,-5,0,1.1,0
CCc1ccc(C2C(C#N)=C(N)N(N3CCOCC3)C3=C2C(=O)CC(C)(C)C3)s1 (configuration not stated),-1,-7,1,22,-12,17,9,-22,-1.2,3
Cc1ccc(CNC(=O)COC(=O)c2ccc(S(=O)(=O)N(C)C)cc2)cc1,-2,-3,-6,16,5,-10,-15,-16,-2.7,-1
C=C1CC(C)OC(c2ccccc2OCC(O)CN2CCCCC2)C1 (configuration not stated),1,-7,3,20,1,6,-15,-20,-1.4,1
C=CCN(CC=C)C(=O)c1cccc(OC2CCN(CC(C)(C)C)CC2)c1,-13,3,25,-6,-2,0,-16,6,2.6,0
CC(C)OC(=O)c1ccc(NC(=O)c2cccc(-n3cnnn3)c2)cc1,0,0,-1,-50,13,-11,-7,50,0.3,-1
CN(C)CCN1C(=O)CCC2(C)C1=CCC1C2CCC2(C)C1CCC2(C)O (configuration not stated),-2,4,5,-7,13,-8,-15,7,6.0,0
COc1ccccc1NC(=O)N1CCCC(C(=O)Nc2cccc(C)c2C)C1 (configuration not stated),2,6,2,-27,13,7,1,27,0.6,6
c1cc2c(cc1Nc1nc(-c3ccc4c(c3)OCO4)cs1)OCCO2,-2,0,1,4,-2,26,4,-4,0.1,-2
COc1cc(OC)cc(C(=O)N[C@H](C(=O)NC2CCCc3ccccc32)C(C)C)c1 (some centres not stated),-11,3,nt,-13,3,16,-8,13,-4.5,-14
CC1CCc2[nH]c3ccc(C(=O)N(C)CC(=O)Nc4ccccc4Cl)cc3c2C1 (configuration not stated),0,-2,2,-19,-5,-3,-8,19,-0.1,-11
COc1ccccc1N1CCN(CCCNC(=O)Nc2ccccc2)CC1,1,0,nt,nt,-2,25,3,nt,-1.7,5
CCc1ccc(OCCCC(=O)Nc2ccc(S(N)(=O)=O)cc2)cc1,2,-5,-6,7,3,1,-17,-7,-2.3,3
CC(=O)N1CCOc2ccc(S(=O)(=O)N3CCCC(C)C3)cc21 (configuration not stated),3,4,-4,11,-2,42,2,-11,-1.2,-6
COc1ccc(CCNc2cc(C)nc3c(-c4ccc(Cl)cc4)cnn23)cc1OC,0,-6,-1,-37,0,4,-6,37,0.1,10
NC1=NC(=O)/C(=C\c2ccsc2)S1,-2,2,-4,-8,3,26,0,8,5.2,4
OC(COc1ccc2cc(Br)ccc2c1)CN1CCN(c2ccccn2)CC1 (configuration not stated),-6,4,nt,-3,-3,-1,-10,3,-2.3,-6
CCc1sc(C(=O)N(CCCOC)c2c(N)n(CC(C)C)c(=O)[nH]c2=O)cc1C,-2,-2,-2,6,3,-7,-14,-6,0.2,-21
CCOC(=O)N1CCN(C(=O)CSc2ncnc3sccc23)CC1,-2,-3,1,25,3,17,1,-25,3.0,1
CCOC(=O)CN(C(=O)CSc1nnc(C)n1-c1ccccc1)c1ccccc1,0,-1,0,11,11,21,6,-11,0.3,-3
Cc1ccc(C(=O)NNC(=O)CCC(=O)Nc2cccc(Cl)c2C)cc1,-1,-1,-1,nt,3,8,-10,nt,-1.7,-6

# Source: PubChem BioAssay
